# LGR2 inh = blocks bursicon-induced cAMP signaling via Drosophila LGR2. HEK293 LGR2, CRE-luciferase, bursicon-stimulated, 4 h. inhibition, % at 9.99 µM. actives 0.35% (n = 380,000). AID 720647;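 active means drop in luminescence signal, shown as inhibition above about 50% in the replicate tests, limit read from the data, passing the limit was not always enough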;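 further: agonist challenge used bursicon conditioned medium at about half maximal strength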
# S100A4 inh HTS = S100A4-myosin IIA interaction inhibition. AID 652163. S100A4/TAMRA-MyoIIA peptide fluorescence polarization. inhibition, % at 10.7 µM. actives 0.14% (n = 360,000). P26447;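 active means mean inhibition of at least 70% across replicates, with every replicate also reaching that level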
# Target sequence (P26447 whole entry, looked up): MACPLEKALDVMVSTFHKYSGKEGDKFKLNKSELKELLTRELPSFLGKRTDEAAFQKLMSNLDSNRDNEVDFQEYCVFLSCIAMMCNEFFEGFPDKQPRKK
#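 Material: S100A4 monomer protein | Medium: HEPES pH 7.2 with CaCl2, KCl, NaCl, DTT, Triton | Reagent: Labelled myosin peptide probe, 5 nM | Doses: One dose per compound | Times: 5 min incubation before reading | Benchmarks: Neutral control DMSO, positive control TFP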
# SIRT5 inh = inhibitors of human sirtuin-5 desuccinylase. Q9NXA8. Purified SirT5, succinyl-peptide AMC, trypsin-coupled fluorescence. inhibition, % at 15 µM. actives 1.1% (n = 330,000); in the data active means inhibition above about 15%
# Xi reactivation = activators of X-chromosome reactivation in mouse fibroblasts; activation, % at 7.58 µM; AID 743238; actives 0.055% (n = 360,000); XiGFP mouse fibroblasts, % GFP-positive cells imaging, 3 d; cells co-treated with 5-aza-dC sensitizer; scaled so ellipticine positive control = 100%;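 active means mean normalized replicate activation at least 10% and every replicate at or above 10%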;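 further: 0% = median of on-plate neutral control wells and 100% = ellipticine 6 µM median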
#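 assay system = SV40-immortalized XiGFP fibroblast cells, line 68-5-11 | buffer or medium = DMEM plus 5-aza-dC sensitizer | doses = single-point pinned compound dosing | times = 3-day compound exposure, then 15 min fixation at room temperature | benchmarks = positive control ellipticine, 6 µM final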
# Cneo AK release = causes C. neoformans cell lysis; adenylate kinase release luminescence, 4 h; normalised: neutral wells 0, clomiphene wells 100; AID 651654; lysis activity, % at 15 µM; actives 0.2% (n = 360,000);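 active means mean lysis activity across replicates of at least 80%, whatever share of replicates individually reach that level; inactive means mean lysis activity below 80%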
#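 Material – Cryptococcus neoformans yeast cells · Quantity – 5 × 10^6 yeast cells/mL · Buffer or medium – YPD medium · Compound – single dose · Timing – 4 h static compound exposure, 37 °C, read 1 h post-reagent · Signal – adenylate kinase release luminescence · Read-out basis – lysis from increased AK signal · Benchmarks – Clomiphene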
# PGC1a acetyl inh = PGC1a acetylation modulation, inhibitor mode; AID 651687; actives 0.17% (n = 350,000); inhibition, % at 15.6 µM; U2OS PGC1a acetylation, AlphaScreen anti-acetyl-lysine; with virally co-expressed GCN5 acetyltransferase;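 active means every replicate shows inhibition of at least 40%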;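 further: 0% = neutral control wells and 100% = positive control wells; some results beyond the cut were filed as inactive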
# ERAP1 HTS inh = blocks human ERAP1 aminopeptidase activity. recombinant ERAP1, Leu-AMC fluorescence, 60 min. inhibition, % at 10.7 µM. Q9NZ08. actives 0.15% (n = 340,000);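 active means mean replicate inhibition of at least 30%, or all replicates individually reaching that 30% level; inactive means mean below 30% and not every replicate reaching it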;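 further: 0% = neutral control wells and 100% = L-leucinethiol positive control wells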
# Target sequence (Q9NZ08 whole entry, looked up): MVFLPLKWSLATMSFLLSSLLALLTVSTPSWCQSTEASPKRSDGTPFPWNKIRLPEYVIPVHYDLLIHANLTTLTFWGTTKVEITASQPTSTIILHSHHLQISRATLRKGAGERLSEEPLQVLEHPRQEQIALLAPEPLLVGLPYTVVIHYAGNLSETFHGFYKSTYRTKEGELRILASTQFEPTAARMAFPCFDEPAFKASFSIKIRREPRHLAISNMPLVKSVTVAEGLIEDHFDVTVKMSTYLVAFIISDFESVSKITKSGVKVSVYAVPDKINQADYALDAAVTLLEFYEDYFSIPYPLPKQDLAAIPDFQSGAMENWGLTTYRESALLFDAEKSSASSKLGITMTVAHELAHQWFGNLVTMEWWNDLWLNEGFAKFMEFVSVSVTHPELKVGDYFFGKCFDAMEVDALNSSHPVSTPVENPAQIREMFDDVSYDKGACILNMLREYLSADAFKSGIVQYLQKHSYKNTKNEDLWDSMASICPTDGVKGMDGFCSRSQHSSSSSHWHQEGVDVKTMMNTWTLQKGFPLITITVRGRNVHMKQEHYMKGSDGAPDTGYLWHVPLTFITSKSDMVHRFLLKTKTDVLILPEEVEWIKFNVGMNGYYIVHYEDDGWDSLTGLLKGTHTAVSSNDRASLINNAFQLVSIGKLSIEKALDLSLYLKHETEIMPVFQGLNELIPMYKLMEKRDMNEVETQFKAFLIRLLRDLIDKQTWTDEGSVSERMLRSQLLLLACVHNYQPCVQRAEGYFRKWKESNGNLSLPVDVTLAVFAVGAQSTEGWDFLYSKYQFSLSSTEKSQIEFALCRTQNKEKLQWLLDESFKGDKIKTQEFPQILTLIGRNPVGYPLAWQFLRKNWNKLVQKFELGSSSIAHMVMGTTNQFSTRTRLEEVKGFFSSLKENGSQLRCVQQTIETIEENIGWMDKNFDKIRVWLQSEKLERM
# C2C12 statin = suppressors of simvastatin-induced myotoxicity in C2C12 myotubes | rescue of ATP level, % at 7.49 µM | actives 0.78% (n = 330,000) | ATP luminescence, 48 h; scaled: DMSO 0, geranylgeraniol control 100 | AID 602340;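 active means mean ATP rescue above about 67%, or every replicate alone reaching that limit, limit read from the data, passing the limit was not always enough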;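 further: myotubes were challenged with 10 µM simvastatin during compound exposure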
# * hit, by the source's call; . = not tested or not shown; & = joins results of further samples. Some of the compounds tested; the hit share may differ from the screen's.
SMILES,LGR2 inh,S100A4 inh HTS,SIRT5 inh,Xi reactivation,Cneo AK release,PGC1a acetyl inh,ERAP1 HTS inh,C2C12 statin
N#Cc1ccc(NC(=O)CSc2cn[nH]n2)cc1,8,-3,-1,0.3,-1,.,3,-22
NC(=O)c1nsc(C(=O)N(c2ccccc2F)C(C(=O)NCc2ccc(F)cc2)c2ccc(O)cc2)c1N (stereo not drawn),22,3,-1,0.0,0,.,8,4
Cc1cc(N2CCOCC2)nc2ccccc12,-2,4,-8,.,-3,.,0,10
O=C(Nc1nc2c(F)cc(F)cc2s1)c1ccc([N+](=O)[O-])o1,-37,-2,-1,0.1,-1,.,-2,50
O=C(Nc1ccc(-c2ccccc2)cc1)[C@@H]1[C@@H](CO)[C@@H]2Cn3c(cccc3=O)[C@H]1N2Cc1ccccc1,18,1,8,1.1,2,.,-1,-3
O=C(c1cccc(S(=O)(=O)N2CCc3ccccc3C2)c1)N1CCN(c2ccc(O)cc2)CC1,-16,-2,8,0.3,.,.,6,.
COc1cccc(N2CCN(C(=O)c3cccn4c(=O)c5c(C)c(C)sc5nc34)CC2)c1,-3,4,3,5.4,.,-1,.,-26
Cc1noc(C)c1NC(=O)Nc1ccc2c(c1)CC(=O)N([C@H](C)CO)C[C@@H](C)[C@@H](CN(C)C(=O)Nc1ccccc1)O2,7,3,-1,-0.1,6,2,5,-9
Cc1nsc(N)c1C(=O)O,2,-15,5,0.2,.,18,0,20
O=C(Nc1ccc(Cl)cc1)C1Cc2c(-c3ccccc3Oc3ccccc3)ccnc2O1 (stereo not drawn),0,2,0,0.1,1,.,-5,13
O=C(Nc1nc(-c2cccs2)cs1)c1ccc(Cl)s1,-58,-1,.,1.1,0,.,.,-39
O=C(NCC[C@H]1CC[C@@H](NS(=O)(=O)c2ccc(Cl)cc2)[C@@H](CO)O1)Nc1ccc(F)cc1,9,-6,0,0.4,.,1,-3,.
COc1ccc(C#Cc2cnc3c(c2)C(=O)N([C@H](C)CO)C[C@H](C)[C@H](CN(C)C(=O)c2ccccc2F)O3)cc1,2,-2,6,-0.5,-4,0,0,11
Cc1ccc(CN(C)C[C@@H]2OCc3cn(nn3)CCCC(=O)N([C@H](C)CO)C[C@H]2C)cc1,-12,.,-3,0.4,.,5,.,12
CCCSC1=N/C(=C\c2ccc([N+](=O)[O-])o2)C(=O)S1,1,-6,4,0.4,2,-15,11,10
COC(=O)C1=C(C(=O)OC)[C@@H]2Nc3ccccc3[C@@]23C[C@@H](C(=O)OC)N(C(=O)C2CCC2)C3=N1,8,-7,-1,0.1,3,.,2,-6
C[C@H]1CN([C@@H](C)CO)C(=O)Cc2cc(NC(=O)CCCCCC(=O)Nc3ccccc3N)ccc2O[C@H]1CN(C)Cc1ccncc1,-18,4,1,-0.1,1,10,-4,-7
COCC(=O)N1CC(=O)N2[C@H](CO)[C@@H](c3ccc(C#CC4CCCC4)cc3)[C@@H]2C1,18,-4,1,-0.1,.,0,1,.
CN(Cc1cn(-c2ccccc2)nc1-c1ccc(F)cc1)C(=O)CCC(=O)O,4,-2,3,0.3,.,.,-6,.
C=CCNC(=O)c1onc(CSc2cc(C)cc(C)c2)c1C(=O)O,1,-8,1,0.0,0,-5,-2,5
CCOc1ccc(N(C(=O)c2ccccc2Cl)C2=NC(C)(C)CS2)cc1,-11,-4,-9,0.0,.,.,-5,.
O=C(COc1ccc(S(=O)(=O)N2CCCC2)cc1)NCCC1=CCCCC1,-12,-19,-3,.,-2,9,-1,17
C[C@@H]1CN([C@@H](C)CO)C(=O)c2cc(NC(=O)Nc3ccc(C(F)(F)F)cc3)ccc2O[C@H]1CN(C)C(=O)Nc1ccc(C(F)(F)F)cc1,15,-35,8,0.3,1,-15,1,-65
CCNC(=S)N1CCN(c2nc(CC)nc3sc4c(c23)CCCC4)CC1,11,3,3,0.1,5,1,-1,-20
COc1ccc(/C(C)=N/NS(=O)(=O)c2cc(C)ccc2C)c(OC)c1,-16,-6,.,0.1,5,0,-1,14
SMILES,LGR2 inh,S100A4 inh HTS,SIRT5 inh,Xi reactivation,Cneo AK release,PGC1a acetyl inh,ERAP1 HTS inh,C2C12 statin
COc1ccnc(Oc2ccccc2)c1C#N,16,-2,0,.,1,30,-2,8
FC(F)(F)c1cc(CO[C@@H]2CCCN[C@@H]2c2ccccc2)cc(C(F)(F)F)c1,46,-1,-2,0.1,5,-16,0,-17
COC(CNC(=O)c1ccc2c(c1)ncn2-c1ccc(F)c(F)c1)OC,-3,2,-6,0.0,.,.,1,.
COc1ccc(CNC(=O)C2CCC(CNc3c(N4CCC(C)CC4)c(=O)c3=O)CC2)cc1 (stereo not drawn),10,2,0,0.0,-1,0,-2,.
COc1ccc(S(=O)(=O)N(C)C[C@@H]2Oc3c(NC(=O)NC(C)C)cccc3C(=O)N([C@@H](C)CO)C[C@@H]2C)cc1,0,4,-1,-0.5,-2,2,-2,.
CCN1CCN(C(=O)C2CCN(c3nnc(C)c4c(C)n(-c5ccc(C)cc5)nc34)CC2)CC1,6,-42,11,0.0,2,.,-2,4
COC(C[C@@H]1O[C@@H]1[C@H](O)[C@@H](C)OCc1ccccc1)OC,0,1,.,0.0,-6,.,-1,-3
Cc1[nH]n(-c2ccccc2)c(=O)c1/C=N/N1C(=O)c2cccc3cccc(c23)C1=O,-8,2,-1,0.2,-1,9,10,7
COc1ccccc1NC(=O)N(C)C[C@@H]1OCc2ccccc2-c2c(n(C)c3ccccc23)C(=O)N([C@H](C)CO)C[C@@H]1C,5,-4,-7,0.1&0.8,3,5,-6,13
C[C@@H]1CN([C@@H](C)CO)C(=O)Cc2cc(NC(=O)Nc3cccc4ccccc34)ccc2O[C@H]1CN(C)C,20,2,5,-0.1,29,4,-4,3
CC(C)c1ccc(-c2nnc(N)s2)cc1,-34,.,.,0.0,-5,7,.,.
CCn1c(C(C)NC(=O)c2cccc(C)c2)nc2ccccc21 (stereo not drawn),0,-1,2,0.1,0,.,7,-7
COc1cc2c(cc1C1NC(=S)NC(C)=C1C(=O)N(C)C)CCCC2 (stereo not drawn),4,-4,-2,0.0,.,.,0,.
O=C(Cn1cnc2c(nnn2Cc2ccccc2)c1=O)c1ccccc1,2,-2,-3,0.2,2,.,1,6
NC(COCc1ccccc1)c1csc(NC(=O)Nc2cccc(Cl)c2)n1 (stereo not drawn),-11,-3,.,0.1,1,-16,-1,-20
Cc1cccc(C2=CC(=O)CC(C)(C)C2=O)c1,-3,2,-2,0.0,.,.,.,.
Cc1cc(C)nc(N2CCN(C(=O)c3ccc(S(=O)(=O)N4CCCCCC4)cc3)CC2)n1,-1,-2,0,0.0,-2,-6,1,-10
Cc1ccc2nc(-c3ccco3)c(CC(C)(C)C)n2c1,.,0,-2,-0.1,1,13,5,-2
O=C(NCc1ccc(C(F)(F)F)cc1)C1CC(c2ccccc2[N+](=O)[O-])=NO1 (stereo not drawn),-6,16,.,0.0,-1,-8,1,2
O=C(NC1CCC1)[C@H]1[C@H](CO)[C@H]2Cn3c(cccc3=O)[C@@H]1N2CC1CCCC1,17,23,-1,0.0,.,2,3,.
Cc1ccc(-n2c(SCC(=O)N3CCCCC3)nc(O)cc2=O)cc1,-9,-1,2,0.0,0,-8,5,26
O=C(NCCNc1ccc(Cl)cc1[N+](=O)[O-])c1ccccc1F,-25,-7,0,0.0,1,5,3,-10
O=c1nc(N2CCOCC2)ccn1-c1nc(-c2ccccc2)oc1-c1ccccc1,-4,0,2,.,1,-6,-1,-16
COCC(=O)N1C[C@@H](C)[C@H](OC)CN(C)C(=O)c2ccc(NC(=O)c3ccc(F)cc3)cc2OC[C@H]1C,-9,9,.,0.2,-1,11,0,9
Cc1ccccc1-c1nc(CS(=O)(=O)CC(=O)NCc2ccc3c(c2)OCO3)c(C)o1,18,-4,-7,0.1,0,6,4,2
SMILES,LGR2 inh,S100A4 inh HTS,SIRT5 inh,Xi reactivation,Cneo AK release,PGC1a acetyl inh,ERAP1 HTS inh,C2C12 statin
O=C(CN1CCN(S(=O)(=O)c2ccccc2F)CC1)NCC1(N2CCOCC2)CCCCC1,.,-2,-7,-0.1,-1,9,1,-6
COc1ccc(CN(C)C[C@H]2OCc3cnnn3CCCC(=O)N([C@@H](C)CO)C[C@@H]2C)cc1,2,-5,-1,0.0,-1,6,0,-1
Cc1cccc(NCC(=O)NNC(=S)Nc2ccccc2)c1,-8,-2,1,0.0,.,-1,1,.
O=C(Cc1ccncc1)N1CC(=O)N2[C@H](CO)[C@H](c3ccc(-c4cccc(F)c4)cc3)[C@@H]2C1,9,5,-2,0.0,.,-5,4,.
COc1ccccc1CC(=O)Nc1cc(C)on1,-3,11,.,-0.1,5,-1,0,2
CC1(C(=O)NS(=O)(=O)c2ccc(Cl)cc2)CCN1C(=O)C1CC1 (stereo not drawn),3,-4,-1,0.0,-1,10,-2,4
CC1=C(C(=O)OCc2ccccc2)C(c2ccc([N+](=O)[O-])cc2)NC(=O)N1CCCCCC(=O)O (stereo not drawn),-13,1,2,0.0,-2,11,-14,-14
COc1cccc(-c2ccc([C@@H]3[C@@H](CO)N4CCCCN(C(=O)c5ccc(F)cc5)C[C@H]34)cc2)c1,6,2,1,0.3,2,-16,0,20
N#C/C(=C\c1ccccn1)c1ccccn1,10,1,2,0.0,2,-1,1,56
Cc1ccc(-n2c(SCC(=O)Nc3ccc(N4CCOCC4)cc3)nc3ccccc3c2=O)cc1,15,-9,-1,0.0,.,.,2,.
C[C@H](CO)N1C[C@H](C)[C@H](CN(C)Cc2ccc(C(F)(F)F)cc2)Oc2ccc(NC(=O)Nc3ccc(C(F)(F)F)cc3)cc2C1=O,-5,-3,0,0.2,-2,2,-1,38
COc1ccccc1CNN,4,-1,-2,-0.1,-3,19,1,-4
CCc1n[nH]c(=S)n1/N=C/c1c(C)nn(-c2ccccc2)c1Cl,1,-22,0,0.0,2,10,-2,5
CCOC(=O)CCc1c(C)n(CC)c2ncnn2c1=O,-3,-5,.,0.3,-4,-10,3,7
CO[C@@H]1CN(C)C(=O)c2ccc(NC(=O)Nc3cccc(F)c3)cc2OC[C@H](C)N(C(=O)Nc2c(C)noc2C)C[C@@H]1C,0,0,.,-0.1,-3,4,-1,2
C[C@@H]1CN([C@H](C)CO)S(=O)(=O)c2ccc(C3=CCCCC3)cc2O[C@@H]1CN(C)Cc1cccc(C(=O)O)c1,7,-1,-2,-0.1,-6,2,-1,-1
